STK33 inh: human STK33 kinase inhibition; Q9BYT3; 0.44% of 27,000 active; ADP-Glo luminescence, MBP substrate; inhibition, % at 12.5 µM; in the data active means inhibition above about 20%
Target sequence (Q9BYT3 whole entry, looked up): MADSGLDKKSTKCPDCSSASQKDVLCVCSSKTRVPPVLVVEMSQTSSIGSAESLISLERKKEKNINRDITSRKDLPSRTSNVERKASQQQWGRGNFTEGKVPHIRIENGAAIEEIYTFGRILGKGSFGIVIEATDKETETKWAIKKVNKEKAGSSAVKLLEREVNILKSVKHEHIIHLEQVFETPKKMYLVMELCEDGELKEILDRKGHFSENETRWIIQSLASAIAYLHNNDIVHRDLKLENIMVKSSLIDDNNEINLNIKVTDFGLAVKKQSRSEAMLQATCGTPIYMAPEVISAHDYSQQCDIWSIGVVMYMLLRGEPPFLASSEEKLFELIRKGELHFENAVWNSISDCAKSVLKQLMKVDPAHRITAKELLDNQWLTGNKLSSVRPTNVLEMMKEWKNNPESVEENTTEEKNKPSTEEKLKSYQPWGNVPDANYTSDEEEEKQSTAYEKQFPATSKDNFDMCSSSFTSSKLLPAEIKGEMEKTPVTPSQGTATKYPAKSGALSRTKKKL
mut p53 react: mutant p53 pathway reactivation. activation, % at 9.98 µM. SW480 PUMA-promoter luciferase. 1.5% of 28,000 active. AID 624151; in the data active means activation above about 52%
The depositor's hits bear a star; · = no result given; & = joins results of further samples.

SMILES	STK33 inh	mut p53 react
Cn1c(COc2ccccc2)nnc1SCc1nc2ccccc2c(=O)[nH]1	-4	-3
O=C(CSc1nc2ccccc2[nH]1)N1c2ccccc2Sc2ccccc21	3	5
C[C@H](CO)N1C[C@H](C)[C@@H](CN(C)C(=O)c2ccncc2)OCCCC[C@H](C)Oc2ccc(NC(=O)Cc3ccccc3)cc2C1=O	·	13
Cc1ccc(C2C(C(=O)c3cccs3)C(=O)C(=O)N2CCN(C)C)o1 (configuration not stated)	-4	-6
Cc1cccc(NC(=O)c2ccccc2OCC(=O)Nc2cccc([N+](=O)[O-])c2)c1C	3	-4
C[C@@H]1CN([C@H](C)CO)C(=O)Cc2cc(NC(=O)Nc3ccccc3)ccc2O[C@H]1CN(C)S(=O)(=O)c1ccc(Cl)cc1	4	·
O=C(O)CCC(NC(=O)c1ccc(I)cc1)C(=O)O (configuration not stated)	4	-8
CC(=O)CCC1C2C(O)C(C(C)C)C(OC(=O)/C=C/c3ccccc3)CC12C (configuration not stated)	-5	1
COC(=O)c1c(NC(=S)NCc2cc(C)n(C)n2)sc2c1CCCCCC2	0	9
O=C(C[C@H]1C[C@@H]2c3cc(NC(=O)Nc4ccccc4F)ccc3O[C@@H]2[C@@H](CO)O1)NCc1ccc(Oc2ccccc2)cc1	·	-19
O=C(CC1(O)C(=O)N(Cc2ccc(Cl)c(Cl)c2)c2ccccc21)c1ccc2c(c1)OCCO2 (configuration not stated)	1	-1
COc1ccc(S(=O)(=O)Nc2ccc3c(c2)CC(=O)N([C@H](C)CO)C[C@@H](C)[C@@H](CN(C)S(=O)(=O)c2ccc(C)cc2)O3)cc1	0	·
C[C@H](CO)N1C[C@H](C)[C@H](CN(C)C(=O)NC2CCCC2)Oc2ncc(/C=C/c3ccccc3)cc2C1=O	·	-10
C[C@H]1CN([C@@H](C)CO)C(=O)c2cccc(NC(=O)C3CCOCC3)c2O[C@@H]1CN(C)C(=O)Nc1ccc2c(c1)OCO2	·	4
O=C(Cn1c(=O)oc2ccccc21)Nc1ccc(C(=O)O)cc1	-2	-4
C[C@@H]1CCCCO[C@@H](CN(C)Cc2ccc(C(=O)O)cc2)[C@H](C)CN([C@@H](C)CO)C(=O)c2cc(NC(=O)CCCN(C)C)ccc2O1	·	17
COc1ccc(S(=O)(=O)N(C)C[C@H]2Oc3ccc(NC(=O)Cc4ccccc4)cc3CC(=O)N([C@H](C)CO)C[C@H]2C)cc1	-1	-4
CC(C)CC#Cc1ccc2c(c1)O[C@H](CN(C)C(=O)Nc1ccccc1F)[C@@H](C)CN([C@H](C)CO)S2(=O)=O	·	-22
COc1ccc(S(=O)(=O)Nc2ccc3c(c2)C(=O)N([C@@H](C)CO)C[C@@H](C)[C@@H](CN(C)Cc2ccc(Cl)c(Cl)c2)O3)cc1	0	-9
C[C@H](CO)N1C[C@H](C)[C@@H](CN(C)C(=O)Cc2ccccc2)OCCCC[C@H](C)Oc2ccc(NC(=O)Nc3ccc4c(c3)OCO4)cc2C1=O	·	-15
CC(C)(C)C1CCc2c(sc(NC(=O)CSc3nnc(-c4ccccc4)o3)c2C#N)C1 (configuration not stated)	-6	11
C[C@@H]1CN([C@@H](C)CO)C(=O)CCCn2nncc2CO[C@H]1CN(C)C(=O)Nc1ccccc1C(F)(F)F	16	·
CCCC#Cc1cnc2c(c1)C(=O)N([C@@H](C)CO)C[C@H](C)[C@H](CN(C)S(=O)(=O)c1cn(C)cn1)O2	·	4
COc1ccc(NC(=O)Nc2cccc3c2O[C@@H](CN(C)C)[C@H](C)CN([C@H](C)CO)C3=O)cc1	·	8
C[C@H](CO)N1C[C@H](C)[C@@H](CN(C)C(=O)Nc2ccc(F)cc2)Oc2ccc(NS(=O)(=O)c3ccc(Cl)cc3)cc2C1=O	·	7
C[C@H]1CN([C@@H](C)CO)C(=O)c2cc(NC(=O)Nc3ccccc3)ccc2O[C@@H]1CN(C)C(=O)Nc1ccccc1	·	11
Cc1ccc(CN(C)C[C@H]2OCc3cn(nn3)CCCC(=O)N([C@@H](C)CO)C[C@H]2C)cc1	3	·
CC(=O)Nc1ccc(S(=O)(=O)Nc2cccc(N(C)S(C)(=O)=O)c2)cc1	-3	2
COC(=O)c1ccc(C)c(NC(=O)CN(c2cc(Cl)c(Cl)cc2Cl)S(C)(=O)=O)c1	2	0
O=C(NCCc1ccccc1)c1noc2c1CCc1ccccc1-2	·	19
CC(C)NC(=O)N(C)C[C@@H]1Oc2ccc(NC(=O)Cc3cn(C)c4ccccc34)cc2C(=O)N([C@@H](C)CO)C[C@@H]1C	2	·
COc1ccc(NC(=O)Nc2ccc3c(c2)C(=O)N([C@H](C)CO)C[C@H](C)[C@H](CN(C)S(=O)(=O)c2ccc(OC)cc2)OCCCC[C@@H](C)O3)cc1	0	·
C[C@H]1CN([C@@H](C)CO)C(=O)c2cccc(NS(=O)(=O)c3ccc(Cl)cc3)c2O[C@H]1CN(C)CC1CC1	·	5
C[C@H](CO)N1C[C@H](C)[C@@H](CN(C)CC2CC2)Oc2c(NC(=O)Nc3cccc4ccccc34)cccc2C1=O	·	-3
C[C@H]1CN([C@@H](C)CO)C(=O)c2cc(NC(=O)Nc3ccc(F)cc3)ccc2O[C@H]1CN(C)C	-1	-1
C[C@H](CO)N1C[C@H](C)[C@@H](CN(C)Cc2ccccc2)Oc2ccc(NC(=O)CCCN(C)C)cc2CC1=O	·	-3
C[C@@H]1CC[C@H](O)/C=C/C(=O)O[C@H](C)CC[C@H](O)/C=C/C(=O)O1	-2	·
O=C(CSc1nc2ccccc2[nH]1)Nc1ccc(Cl)c(Br)c1	4	23
Cc1noc(C)c1S(=O)(=O)Nc1ccc2c(c1)CC(=O)N([C@H](C)CO)C[C@H](C)[C@H](CN(C)S(=O)(=O)c1cccs1)O2	-1	·
Cc1c(NC(=S)NCCc2c[nH]c3ccccc23)c(=O)n(-c2ccccc2)n1C	0	2
C[C@@H]1CCCCO[C@@H](CN(C)Cc2ccc(Cl)c(Cl)c2)[C@@H](C)CN([C@H](C)CO)C(=O)c2cc(NC(=O)Nc3cccc4ccccc34)ccc2O1	9	·
COc1ccc(Oc2ccc(NC(=O)C(C)N3C(=O)C4C5C=CC(C6CC56)C4C3=O)cc2)cc1 (configuration not stated)	0	-9
NC(=O)[C@H]1[C@@H]2C(=O)O[C@@H](c3ccccc3)[C@@H](c3ccccc3)N2[C@@H](c2ccc(O)cc2)[C@]12C(=O)Nc1ccccc12	8	·
C[C@@H]1CN([C@@H](C)CO)S(=O)(=O)c2ccc(C#CC(C)(C)O)cc2O[C@@H]1CN(C)Cc1ccc(-c2ccccc2)cc1	·	-34
C=C1C(=O)O[C@H]2C3=C(C)C[C@H](OC(C)=O)C[C@]3(C)CC[C@@H]12	-3	·
C[C@@H]1CCCCO[C@@H](CN(C)S(=O)(=O)c2cccs2)[C@@H](C)CN([C@@H](C)CO)C(=O)c2cc(NC(=O)c3ccncc3)ccc2O1	·	23
C[C@@H]1CN([C@@H](C)CO)C(=O)c2cc(C#CC3CC3)cnc2O[C@H]1CN(C)Cc1ccccc1C(=O)O	·	9
OC(CSc1nc(-c2ccccc2)c(-c2ccccc2)o1)CC(O)c1ccccc1 (configuration not stated)	8	·
CCCN(C)C[C@H]1OCCCC[C@@H](C)Oc2ccc(NC(=O)Nc3ccc(F)cc3)cc2C(=O)N([C@H](C)CO)C[C@@H]1C	0	·
C[C@H]1O[C@@H](O[C@H]2CC[C@@]3(C)C(CC[C@]4(C)C3CC=C3C5CC(C)(C)CC[C@]5(C(=O)O)CC[C@]34C(=O)O)C2(C)C)[C@H](O)[C@@H](O)[C@@H]1O (some centres not stated)	-9	1

Additional compounds follow.
SMILES	STK33 inh	mut p53 react
O=C1c2ccccc2C(=O)N1[C@H]1CCN(Cc2ccc(OCCO)cc2)C1	0	·
C[C@H]1CN([C@@H](C)CO)C(=O)CCCn2nncc2CO[C@H]1CN(C)C(=O)c1ccc(N2CCN(C)CC2)cc1	0	·
C[C@@H]1CN([C@H](C)CO)C(=O)c2cc(Br)cnc2O[C@@H]1CN(C)C(=O)C1CCC1	·	-2
Cc1noc(C)c1S(=O)(=O)Nc1ccc2c(c1)CC(=O)N([C@@H](C)CO)C[C@@H](C)[C@@H](CN(C)Cc1ccc(C(F)(F)F)cc1)O2	-3	0
COc1ccccc1CN1C(=O)c2ccccc2[C@](Cc2ccccc2I)(C(=O)NCC(C)C)[C@@H]1c1ccc(CO)cc1	3	·
COc1cccc(-c2cnc3c(c2)C(=O)N([C@H](C)CO)C[C@H](C)[C@H](CN(C)Cc2ccncc2)O3)c1	-1	5&21
COC(=O)c1sc(NC(=S)Nc2cccc(Cn3cc(Cl)cn3)c2)c(C(=O)OC)c1C	3	5
CCOC(=O)N1CCN(C(=O)CSCC(=O)N=c2sc3ccccc3n2C)CC1	·	6
CC(=O)NCCc1nc2cc([N+](=O)[O-])ccc2n1C	0	5
COc1ccc(CN(C)C[C@H]2OCCCC[C@H](C)Oc3ccc(NC(=O)Nc4c(C)noc4C)cc3C(=O)N([C@@H](C)CO)C[C@@H]2C)cc1	·	-6
c1ccc2[nH]c(SCCCN3CCCCC3)nc2c1	·	-6
COc1ccc(S(=O)(=O)N(C)C[C@@H]2Oc3c(NS(=O)(=O)c4ccccc4)cccc3C(=O)N([C@@H](C)CO)C[C@@H]2C)cc1	·	2
Cc1cc(Br)ccc1NC(=O)Cn1cc([N+](=O)[O-])cn1	-1	25
CC1CCc2c(sc(NC(=O)c3ccccc3[N+](=O)[O-])c2C(N)=O)C1 (configuration not stated)	-3	-17
COc1ccc(NC(=O)Nc2ccc3c(c2)CC(=O)N([C@@H](C)CO)C[C@H](C)[C@@H](CN(C)S(=O)(=O)c2ccc(OC)cc2)O3)cc1	1	·
C[C@@H]1CN([C@H](C)CO)C(=O)Cc2cc(NC(=O)Cn3cnnn3)ccc2O[C@@H]1CN(C)Cc1ccc(C(=O)O)cc1	-1	·
COc1ccc(NC(=O)Nc2ccc3c(c2)CC(=O)N([C@@H](C)CO)C[C@H](C)[C@H](CN(C)Cc2ccc(Cl)c(Cl)c2)O3)cc1	-3	·
Cc1cc(C(=O)Nc2cccc3c2O[C@@H](CN(C)C(=O)Nc2ccccc2)[C@H](C)CN([C@@H](C)CO)C3=O)n(C)n1	·	-5
C[C@@H]1CN([C@H](C)CO)C(=O)c2cc(C3=CCCCC3)cnc2O[C@@H]1CN(C)Cc1ccccc1F	·	-7
CCc1cc(C(=O)OC)c(NC(=O)CC2NCCNC2=O)s1 (configuration not stated)	-2	3
CCOC(=O)c1sc(NC(=O)CSc2ncccn2)c(C#N)c1C	-1	20
COc1ccc(S(=O)(=O)Nc2ccc3c(c2)C(=O)N([C@H](C)CO)C[C@H](C)[C@@H](CN(C)C(=O)NC(C)C)OCCCC[C@@H](C)O3)cc1	1	·
C[C@H](CO)N1C[C@H](C)[C@H](CN(C)Cc2ccncc2)Oc2ncc(-c3cccc(C(F)(F)F)c3)cc2C1=O	-3	·
C[C@H](CO)N1C[C@H](C)[C@@H](CN(C)Cc2ccc(Oc3ccccc3)cc2)Oc2ccc(NC(=O)c3ccncc3)cc2CC1=O	·	2
COc1ccc(CN(C)C[C@H]2Oc3c(NC(=O)Nc4ccc(OC)cc4)cccc3C(=O)N([C@@H](C)CO)C[C@H]2C)cc1	·	12
Cc1ccc(S(=O)(=O)Nc2ccc3c(c2)CC(=O)N([C@H](C)CO)C[C@@H](C)[C@H](CN(C)S(C)(=O)=O)O3)cc1	0	·
COC(=O)/C=C(\C)CCC1(C)C(C)CCC2(C)C(C)=CC(=O)CC21 (configuration not stated)	·	11
Cc1noc(C)c1NC(=O)Nc1ccc2c(c1)C(=O)N([C@H](C)CO)C[C@H](C)[C@H](CN(C)C)OCCCC[C@@H](C)O2	-3	-2
C[C@H](CO)N1C[C@H](C)[C@H](CN(C)C)Oc2ncc(-c3ccccc3)cc2C1=O	-1	-2
COc1ccc(NC(=O)Nc2ccc3c(c2)C(=O)N([C@H](C)CO)C[C@H](C)[C@H](CN(C)S(=O)(=O)c2ccc(OC)cc2)O3)cc1	1	-43
C[C@@H]1CCCCO[C@H](CN(C)C(=O)Nc2ccccc2)[C@@H](C)CN([C@H](C)CO)C(=O)c2cc(NC(=O)NC3CCCCC3)ccc2O1	-1	-7
COc1ccc(CN(C)C[C@@H]2Oc3ccc(NC(=O)Nc4ccc(F)cc4)cc3C(=O)N([C@@H](C)CO)C[C@H]2C)cc1	·	-2
COc1ccc(NC(=O)N(C)C[C@@H]2OCc3cnnn3CCCC(=O)N([C@H](C)CO)C[C@@H]2C)c(OC)c1	-2	·

Rewritten with bars between the fields: part of the list above
Structure | STK33 inh | mut p53 react
C[C@H](CO)N1C[C@H](C)[C@@H](CN(C)Cc2ccc(Oc3ccccc3)cc2)Oc2ccc(NC(=O)c3ccncc3)cc2CC1=O | · | 2
COc1ccc(CN(C)C[C@H]2Oc3c(NC(=O)Nc4ccc(OC)cc4)cccc3C(=O)N([C@@H](C)CO)C[C@H]2C)cc1 | · | 12
Cc1ccc(S(=O)(=O)Nc2ccc3c(c2)CC(=O)N([C@H](C)CO)C[C@@H](C)[C@H](CN(C)S(C)(=O)=O)O3)cc1 | 0 | ·
COC(=O)/C=C(\C)CCC1(C)C(C)CCC2(C)C(C)=CC(=O)CC21 (configuration not stated) | · | 11
Cc1noc(C)c1NC(=O)Nc1ccc2c(c1)C(=O)N([C@H](C)CO)C[C@H](C)[C@H](CN(C)C)OCCCC[C@@H](C)O2 | -3 | -2
C[C@H](CO)N1C[C@H](C)[C@H](CN(C)C)Oc2ncc(-c3ccccc3)cc2C1=O | -1 | -2
COc1ccc(NC(=O)Nc2ccc3c(c2)C(=O)N([C@H](C)CO)C[C@H](C)[C@H](CN(C)S(=O)(=O)c2ccc(OC)cc2)O3)cc1 | 1 | -43
C[C@@H]1CCCCO[C@H](CN(C)C(=O)Nc2ccccc2)[C@@H](C)CN([C@H](C)CO)C(=O)c2cc(NC(=O)NC3CCCCC3)ccc2O1 | -1 | -7
COc1ccc(CN(C)C[C@@H]2Oc3ccc(NC(=O)Nc4ccc(F)cc4)cc3C(=O)N([C@@H](C)CO)C[C@H]2C)cc1 | · | -2
COc1ccc(NC(=O)N(C)C[C@@H]2OCc3cnnn3CCCC(=O)N([C@H](C)CO)C[C@@H]2C)c(OC)c1 | -2 | ·

Screening data deposited in PubChem by Broad Institute.

These rows are one share of the data. The share of hits here may be higher or lower than overall.
